LYP inhibition: PTPN22 lymphoid phosphatase activity blockers – biochemical, fluorescence intensity, uHTS (AID 1779); recombinant LYP phosphatase, fluorescence intensity; higher % means a stronger effect; inhibition, % at 11.5 µM, or IC50 in µM where a hit was titrated; hit rate 0.054% among 290,000;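 note: plate controls were vehicle with enzyme for no effect and no enzyme for full effect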
human PMI inhibition: MPI enzyme activity inhibition – biochemical, fluorescence intensity, coupled assay, primary screen (AID 1209). hit rate 0.42% among 190,000. inhibition, % at 20 µM; hits with a dose series show IC50 in µM. purified PMI enzyme, coupled fluorescence intensity; higher % means a stronger effect;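 note: plate controls were DMSO vehicle for no effect and wells lacking substrate for full effect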
M1AAP inhibition: P. falciparum M1AAP inhibitors, biochemical, fluorogenic H-Leu-NHMec substrate, 1536-well (AID 1445) | recombinant M1AAP, H-Leu-NHMec fluorogenic kinetic assay; higher % means a stronger effect | one-dose inhibition, % at 30 µM; IC50 in µM for titrated hits | hit rate 0.42% among 220,000;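 active = primary inhibition above the hit cutoff, then over 50% inhibition at one or more dose response concentrations, cut at about 23% in these data, passing the limit was not always enough; inconclusive = conflicting primary data, or primary hits not chosen for dose response; inactive = low primary inhibition, or under 50% at every dose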;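 note: plate controls were DMSO full reaction for no effect and no enzyme background for full effect; strong numbers were not always called active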
CSM14.1 death rescue: rescue of cells from ER stress-induced death, primary screen, 384-well, CSM14.1, thapsigargin, ATP luminescence (AID 1222). CSM14.1 thapsigargin-induced death rescue, ATP luminescence; higher % means a stronger effect. 190,000 tested, under 10 active. cellular ATP content (survival), % at 20 µM, or EC50 in µM where a hit was titrated;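 active = EC50 below 50 µM in the dose-response confirmation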;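 note: death triggered by thapsigargin at about 15 µM added after 2 h compound pretreatment; cell ATP read after overnight thapsigargin exposure of roughly 18 to 22 hours; normalized against plate controls of thapsigargin alone and 5% DMSO vehicle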
TNAP activation fold: human TNAP enzyme activators, primary screen, biochemical, luminescent, no phosphate acceptor, uHTS (AID 1001) | purified TNAP, luminescent activation assay, no phosphate acceptor; higher activation fold means a stronger effect | one-dose activation fold at 20 µM; EC50 in µM for titrated hits | hit rate 0.03% among 200,000; in the data active = activation fold from about 3, or a potency from the dose series; inactive = the rest, 99 in 100 with activation fold below about 1.6; note: many of its hits are not listed in these tables
XIAP displacement: small molecules displacing peptide from XIAP – biochemical, IAP family, fluorescence polarization (AID 1018); hit rate 0.007% among 200,000; XIAP BIR domain, fluorescence polarization peptide displacement; higher % means a stronger effect; one-dose displacement, % at 20 µM; IC50 in µM for titrated hits; in the data active = displacement above about 50%; note: a part of the inactive calls stands beside numbers as strong as those of hits
Myeloid diff 2: compounds promoting myeloid differentiation | ER-HoxA9 myeloid progenitors, lysozyme-GFP differentiation, flow cytometry | calls only at 10 µM | hit rate 1% among 360,000 | AID 624256;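 active = normalized GFP-positive differentiation at or above the plate's own cutoff, the solvent-only control mean plus 3 SD; inconclusive = no clear call, values can overlap the other calls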;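 note: cells exposed to compound for four days before flow analysis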
PMI inhibition: human PMI inhibitors, high substrate, primary screen, biochemical, fluorescence intensity, high mannose 6-phosphate (AID 1220) | hit rate 0.66% among 190,000 | one-dose inhibition, % at 20 µM; IC50 in µM for titrated hits | recombinant PMI enzyme, coupled fluorescence intensity; higher % means a stronger effect
P. falciparum M17LAP: P. falciparum M17LAP inhibitors, primary screen, biochemical, fluorogenic H-Leu-NHMec substrate, 1536-well (AID 1619) | hit rate 0.38% among 220,000 | inhibition, % at 30 µM; hits with a dose series show IC50 in µM | recombinant M17LAP, H-Leu-NHMec fluorogenic kinetic assay; higher % means a stronger effect;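 active = compound inhibiting the enzyme by more than half at any dose during confirmatory dose-response retesting; inconclusive = strong single-dose inhibitors picked by rank but not retested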;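 note: plate controls were full reaction with DMSO carrier for no effect and no enzyme background for full effect; strong numbers were not always called active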
Myeloid diff 2 GFP+ MAC1+ %: second read-out of Myeloid diff 2, no call of its own (marks repeat the call); GFP+ MAC1+ double positive, %; measured here: differentiation confirmed by MAC1 staining
An asterisk follows results filed as active; i = inactive; ? = inconclusive; / = not tested or not shown; + = active, no number. Cut-off read from the data, not from the text of the source, unless noted: active = inhibition above about 50%; inactive = the rest.

SMILES	LYP inhibition	human PMI inhibition	M1AAP inhibition	CSM14.1 death rescue	TNAP activation fold	XIAP displacement	Myeloid diff 2	Myeloid diff 2 GFP+ MAC1+ %	PMI inhibition	P. falciparum M17LAP
COc1ccc(C(=O)N2CCOC2CNC(=O)C(=O)NCc2ccc3c(c2)OCO3)cc1 (stereo not drawn)	-5%	2%	0%	/	1.1	-4.8%	/	/	7%	-4%
O=C(c1cccs1)N1CCC(c2ccccc2)C1 (stereo not drawn)	-3%	13%	-2%	-1.6%	1.1	-5.2%	i	0.5	13%	-1%
CC1(C(=O)NC2CCCCCCC2)CCC(=O)N1CCN1CCOCC1 (stereo not drawn)	-7%	-6%	4%	-0.9%	1.1	-1.7%	i	1.5	-9%	-6%
CCC(C)C(Nc1ccc(C(=O)OC)cc1[N+](=O)[O-])C(=O)OC (stereo not drawn)	6%	-9%	12%	-1.3%	1	-12%	i	0.9	-4%	-3%
COc1cccc2sc(Nc3nc(-c4ccccn4)cs3)nc12	-5%	41%	13%	-0.8%	1.2	-12%	?	/	40%	-8%
CC1(C)CC(C(CC(=O)N2CCCC2)Cc2ccccc2)CCO1 (stereo not drawn)	-6%	/	-3%	/	/	/	i	1.2	/	15%
Brc1ccc(-c2cnco2)cc1	2%	9%	9%	-0.6%	1	-9.3%	i	0.5	11%	-5%
COc1cccc(-c2nn(-c3ccccc3)cc2/C=C(\C#N)C(=O)NCCCn2ccnc2)c1	14%	1%	-3%	-3.9%	1.1	-5.3%	+	0.5*	5%	-3%
O=C(O)c1ccc(S(=O)(=O)c2ccc3c(c2)C(=O)N(c2ccc(O)cc2)C3=O)cc1	2%	/	3%	/	/	/	i	0.3	/	2%
O=S(=O)(c1ccccc1)N1CCN(C(=S)NCc2ccccc2)CC1	-5%	3%	0%	1.0%	1	-5.5%	i	0.2	2%	3%
Oc1c(C=C2N=c3ccccc3=N2)sc(=S)n1-c1ccc2ccccc2c1	-1%	/	8%	/	/	/	i	0.3	/	1%
O=C(/C=C/c1ccccc1[N+](=O)[O-])NCc1cccnc1	-1%	10%	1%	-2.0%	1	-4.0%	i	0.4	1%	16%
Cc1ccc(S(=O)(=O)N2CCC(C(=O)Nc3nnc(-c4ccco4)s3)CC2)cc1	-3%	8%	-8%	-1.1%	1.1	-4.7%	i	6.2	-3%	1%
COc1ccc(C2C3=C(CC(C)(C)CC3=O)Oc3ncn(CCO)c(=N)c32)cc1OC (stereo not drawn)	-2%	2%	13%	-0.2%	1.1	-2.8%	i	0.0	0%	10%
Cc1cccc(N=C2NC(=O)/C(=C/c3cccnc3)S2)c1	-1%	/	4%	/	/	/	i	0.9	/	-6%
C=CCNC(=O)C1CCN(S(=O)(=O)CC)CC1	2%	13%	4%	-0.9%	1.1	-18%	i	2.2	3%	0%
CCOC(=O)c1c(-c2ccccc2)csc1NC(=O)c1ccc(N2C(=O)CCC2=O)cc1	6%	23%	5%	-1.7%	1.1	-4.0%	i	0.5	22%	-5%
CCOC(=O)c1c(C)c(-c2ccccc2)n(CC(=O)NCCCN(CC)CC)c1C	-6%	-4%	1%	3.7%	1.2	-2.9%	i	0.4	4%	-3%
O=C(NC1CCCCC1)Oc1ccccc1	-9%	/	-5%	/	/	/	i	1.1	/	-9%
NC(=O)CCCSc1nc2ccccc2[nH]1	2%	-22%	2%	-1.1%	1	-6.0%	i	0.2	-28%	-5%
Cn1c(=O)oc2cc(S(=O)(=O)N3CCC4(CC3)OCCO4)ccc21	-8%	-3%	2%	0.7%	1	-2.2%	i	2.0	5%	7%
COC(=O)C1=CO[C@@H](OC2OC(CO)C(O)C(O)C2O)[C@@H]2C(CO)=CC[C@H]12 (stereo partly drawn)	-3%	-13%	4%	-1.6%	1	-11%	i	0.6	-29%	2%
Cn1c(C(=O)c2ccccc2[N+](=O)[O-])nc2ccccc21	-2%	-8%	10%	0.4%	1.1	0.2%	i	0.2	5%	9%
CC(=O)c1cc2c(cc1N/C(=N/S(=O)(=O)c1ccccc1)c1ccc(Cl)cc1)OCO2	-11%	5%	4%	-1.9%	1.1	-5.2%	i	0.4	0%	0%
O=C(CO/N=C1\CCCc2nonc21)Nc1ccccc1Cl	-7%	10%	6%	0.1%	1	-4.3%	i	0.1	4%	-9%

Entries listed so far containing an aryl methoxy group:
SMILES	LYP inhibition	human PMI inhibition	M1AAP inhibition	CSM14.1 death rescue	TNAP activation fold	XIAP displacement	Myeloid diff 2	Myeloid diff 2 GFP+ MAC1+ %	PMI inhibition	P. falciparum M17LAP
COc1ccc(C(=O)N2CCOC2CNC(=O)C(=O)NCc2ccc3c(c2)OCO3)cc1 (stereo not drawn)	-5%	2%	0%	/	1.1	-4.8%	/	/	7%	-4%
COc1cccc2sc(Nc3nc(-c4ccccn4)cs3)nc12	-5%	41%	13%	-0.8%	1.2	-12%	?	/	40%	-8%
COc1cccc(-c2nn(-c3ccccc3)cc2/C=C(\C#N)C(=O)NCCCn2ccnc2)c1	14%	1%	-3%	-3.9%	1.1	-5.3%	+	0.5*	5%	-3%
COc1ccc(C2C3=C(CC(C)(C)CC3=O)Oc3ncn(CCO)c(=N)c32)cc1OC (stereo not drawn)	-2%	2%	13%	-0.2%	1.1	-2.8%	i	0.0	0%	10%

Additional compounds
SMILES	LYP inhibition	human PMI inhibition	M1AAP inhibition	CSM14.1 death rescue	TNAP activation fold	XIAP displacement	Myeloid diff 2	Myeloid diff 2 GFP+ MAC1+ %	PMI inhibition	P. falciparum M17LAP
Cc1cc(=O)oc2ccc(OCC(=O)N(Cc3ccc(F)cc3)Cc3ccco3)cc12	-2%	-3%	1%	/	1	-5.7%	i	0.2	-11%	-8%
Cc1ccccc1N/C(SCc1ccc(Cl)cc1)=C(/C#N)C(=O)NCc1ccco1	2%	12%	4%	-1.2%	1	-4.2%	i	0.9	11%	16%
COc1ccc(N(CC(=O)NCc2cccnc2)S(=O)(=O)c2ccccc2[N+](=O)[O-])c(OC)c1	-9%	10%	5%	1.3%	1.1	-3.3%	i	0.2	4%	0%
Cn1c(=O)[nH]c(=O)c2c1nc(N1CCCCCC1)n2CCCSc1nnnn1-c1ccccc1	2%	8%	7%	-3.1%	1.1	-20%	/	/	8%	-5%
CN1c2ccccc2C(=O)/C(=C\Nc2ccc(F)cc2F)S1(=O)=O	-6%	/	0%	/	/	/	i	0.6	/	4%
O=C1CC(c2cccc([N+](=O)[O-])c2)c2cc3c(cc2N1)CCC3 (stereo not drawn)	-2%	18%	-1%	-5.5%	1.1	-4.9%	i	0.6	8%	4%
O=C(CSc1nnc(NC(=O)C2CCC2)s1)Nc1ccc(N2CCOCC2)cc1	-2%	-8%	8%	0.5%	1	-6.6%	i	0.4	2%	21%
COc1ccc(C(=O)OCC(=O)Nc2cc(C)on2)c(OC)c1OC	-10%	8%	-1%	1.6%	1	-7.3%	i	0.4	12%	-3%
O=C(CSc1nnc(-c2ccc(Cl)cc2)n1-c1ccccc1)N/N=C/c1ccccc1C(=O)O	-1%	8%	8%	0.9%	1	-3.4%	i	0.4	9%	1%
COc1ccc(NC(=S)NCCCCCC(=O)C[N+](=O)[O-])cc1	-6%	-5%	4%	-5.6%	1.1	-12%	i	0.6	-8%	7%
Cc1nn(-c2nnc(C)c(=O)[nH]2)c(C)c1SCC(=O)Nc1ccc(F)cc1	3%	0%	-5%	/	1.3	-2.2%	i	1.2	-14%	46%
CCSc1nnc(NC(=O)C2C3C=CC(C3)C2C(=O)O)s1 (stereo not drawn)	-7%	-8%	-1%	-0.3%	1.1	-4.7%	i	8.2	-1%	16%
COc1cccc(C(=O)N(Cc2nc(-c3cccc(C)c3)no2)C(C)C)c1OC	-5%	6%	4%	-2.9%	1.1	-0.4%	i	0.8	2%	-6%
COc1ccc2ccccc2c1CNCc1ccccn1	-10%	7%	5%	-0.6%	1.1	-8.2%	i	1.0	-1%	8%
CC(C)(C)c1ccc(-c2c(C#N)c(N)nc3c2CCCC3)s1	-2%	4%	2%	-0.9%	1.1	-2.3%	i	0.5	2%	1%
Cc1cc(CNC(=S)Nc2cccc(Cl)c2Cl)nn1C	-1%	2%	9%	1.2%	1.1	1.6%	i	2.8	-2%	5%
O=C(NCc1ccccc1)NC(=O)c1ccccc1	-1%	2%	1%	-2.1%	1.1	-3.9%	i	0.2	-4%	-10%
COc1ccccc1NC(=S)N(Cc1ccco1)Cc1cc2ccc(C)c(C)c2[nH]c1=O	5%	20%	4%	-1.4%	1.5	-2.3%	?	/	4%	-10%
COc1ccc(N2C(=O)c3ccccc3NC2c2ccc(OC)c(CN3CCOCC3)c2)cc1 (stereo not drawn)	-4%	/	0%	/	/	/	i	0.3	/	8%

Two records picked at random from those above, as already listed:
SMILES	LYP inhibition	human PMI inhibition	M1AAP inhibition	CSM14.1 death rescue	TNAP activation fold	XIAP displacement	Myeloid diff 2	Myeloid diff 2 GFP+ MAC1+ %	PMI inhibition	P. falciparum M17LAP
CCSc1nnc(NC(=O)C2C3C=CC(C3)C2C(=O)O)s1 (stereo not drawn)	-7%	-8%	-1%	-0.3%	1.1	-4.7%	i	8.2	-1%	16%
COc1ccc(NC(=S)NCCCCCC(=O)C[N+](=O)[O-])cc1	-6%	-5%	4%	-5.6%	1.1	-12%	i	0.6	-8%	7%

Three of the entries above in order of their number in PMI inhibition, high to low.
smiles,LYP inhibition,human PMI inhibition,M1AAP inhibition,TNAP activation fold,XIAP displacement,Myeloid diff 2 GFP+ MAC1+ %,PMI inhibition,P. falciparum M17LAP
O=C(CSc1nnc(-c2ccc(Cl)cc2)n1-c1ccccc1)N/N=C/c1ccccc1C(=O)O,-1%,8%,8%,1,-3.4%,0.4,9%,1%
Cc1cc(CNC(=S)Nc2cccc(Cl)c2Cl)nn1C,-1%,2%,9%,1.1,1.6%,2.8,-2%,5%
COc1ccc(NC(=S)NCCCCCC(=O)C[N+](=O)[O-])cc1,-6%,-5%,4%,1.1,-12%,0.6,-8%,7%

Screens: PubChem, several laboratories
